# Screens: PubChem BioAssay, several laboratories
# Hep lipid drop – modulators of hepatic lipid droplet formation | AML12 mouse hepatocytes, oleate lipid droplets, BODIPY imaging | inhibition, % at 6.5 µM | hit rate 0.4% among 240,000;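 active = lipid droplet intensity inhibited by at least 50%, with more than 500 cells counted; inconclusive = wells with under 300 cells, treated as cytotoxic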
#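 Technique: fluorescence imaging, 20x objective, two fields per well / Assay system: AML12 hepatocytes (mouse) / Measure: % inhibition of lipid droplet signal / Doses: 6.5 µM single-point dosing / Incubation: overnight exposure / Reagent: 100 µM oleic acid challenge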
# Myeloid diff 2 – promotes myeloid progenitor differentiation. ER-HoxA9 myeloid progenitors, lysozyme-GFP differentiation, flow cytometry. calls only at 10 µM. hit rate 1% among 360,000;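 active = normalized GFP-positive differentiation at or above the plate's own cutoff, the solvent-only control mean plus 3 SD; inconclusive = no clear call, values can overlap the other calls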;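 also: cells exposed to compound for four days before flow analysis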
# K1F lysis inhibition – protection from phage-mediated lysis, alamar blue read-out – E. coli UTI89, K1F phage, bacterial capsule biogenesis inhibitors (AID 488966). E. coli UTI89 K1F phage lysis, alamar blue, 2 h; higher % means a stronger effect. inhibition, % at 100 µM, or IC50 in µM where a hit was titrated. hit rate 0.02% among 340,000;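 active = phage lysis inhibition, versus mean bacterial control, above a set limit; inconclusive = no clear call, values can overlap the other calls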;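 also: capsule biogenesis inhibitors block K1F phage lysis so surviving cells raise fluorescence; higher fluorescence means more inhibition of phage lysis; actives were called in the ten point dose series up to 300 µM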
# Hep lipid drop cells 6.5 µM – further read-out of Hep lipid drop, marked with its call; cell count; measured here: cell count, cytotoxicity flag;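 cells counted across two imaged fields per well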
# Myeloid diff 2 GFP+ MAC1+ % – second read-out of Myeloid diff 2, no call of its own (marks repeat the call); GFP+ MAC1+ double positive, %; measured here: differentiation confirmed by MAC1 staining
# Numbers without * were called inactive; i = inactive; ? = inconclusive; nt = not tested or not shown; [ ] = dose if it differs, or a comment. An excerpt; count on the stated rates, not on these rows.
SMILES,Hep lipid drop,Hep lipid drop cells 6.5 µM,Myeloid diff 2,Myeloid diff 2 GFP+ MAC1+ %,K1F lysis inhibition
Cc1ccc(OCCCC(=O)NC2CCCCC2)cc1,-1,870,i,1.2,-2.1%
COc1ccc(CNC(=O)C2CCN(S(=O)(=O)c3ccccc3)CC2)cc1,-4,832,i,0.4,0.1%
Oc1cccc2ccc(/C=C/c3ccccc3Cl)nc12,-8,755,i,1.2,0.3%
Cc1ccc(S(=O)(=O)CCC(=O)c2cccc([N+](=O)[O-])c2)cc1,0,822,i,1.1,0.2%
COCCCNC(=O)c1ccc(CSCc2ccc(C)cc2)o1,20,878,i,0.4,0.0%
Cc1c(CN2CCC(C(=O)Nc3ccc(Oc4ccccc4)nc3)CC2)cnn1C,-22,676,i,0.5,0.3%
CCOc1ccc(N/C=C/C(=O)c2ccc(OC)cc2)cc1,-1,852,i,0.4,0.8%
COc1ccc(C)cc1S(=O)(=O)NCc1cccs1,19,783,i,2.3,0.1%
O=C(NC1CCN(Cc2ccc(Cl)cc2Cl)CC1)c1ccccc1,-9,411,i,0.3,0.2%
CCOc1ccccc1NC(=O)c1cc(S(=O)(=O)N2CCN(CC)CC2)ccc1Cl,-17,632,i,4.7,-0.1%
CC(C)c1ccc(S(=O)(=O)N2CCN(C(=O)C3CCCC3)CC2)cc1,-6,769,i,1.2,0.1%
CCC(C)[C@H](NC(=O)C1CCN(C(=O)[C@H](Cc2ccccc2)NC(=O)OC(C)(C)C)CC1)C(=O)O (stereo partly specified),4,871,i,0.7,-1.1%[50 µM]
COc1ccc(C)cc1NC(=O)C1CCN(C(=O)c2ccc(C(C)(C)C)cc2)CC1,12,830,i,0.3,0.1%
COCCCNC(=O)CCc1c(C)nc2c(c(C)nn2-c2ccc(C)cc2)c1C,-12,794,i,0.4,-1.2%[50 µM]
S=C(NCCc1cccc(Cl)c1)NC1CCCCC1,-8,805,i,0.6,0.1%
COc1ccccc1/C=C/C(=O)NC(=S)N1CCN(C)CC1,4,721,i,2.3,0.2%
CC(NC(=S)NC(=O)c1ccccc1Br)c1ccccc1 (stereo unspecified),-17,783,i,0.5,0.6%
COc1cc(C(=O)NCc2ccncc2)cc(Br)c1OCc1ccccc1,-6,753,i,0.3,-0.5%
Cc1ccccc1OCCOC(=O)c1c(-c2ccccc2)noc1C,-1,860,?,nt,-0.4%
O=S(=O)(N[C@H]1C[C@@H](NS(=O)(=O)OCC(Cl)(Cl)Cl)C2CCCCC21)OCC(Cl)(Cl)Cl (stereo partly specified),0,816,i,1.1,-1.2%
CCOC(=O)C1CCCN(C(=O)C(=O)Nc2ccc3nc4n(c(=O)c3c2)CCCCC4)C1 (stereo unspecified),-1,734,i,10,2.8%
COc1ccc(C(=O)N/N=C(\N)c2cc3ccccc3oc2=O)cc1,-35,808,i,1.3,0.1%
Cn1c(CC(=O)Nc2ccccc2F)nnc1SCC(=O)Nc1nccs1,-12,837,i,0.9,0.3%
Cc1ccccc1S(=O)(=O)/N=C(/c1ccccc1)N(C)C,19,691,i,9.9,0.1%
CCCc1cc(=O)n2[nH]c(NC(=O)c3ccco3)nc2n1,9,729,i,1.7,-0.1%
O=C(CCc1ccccc1)Nc1nccs1,12,767,i,0.2,-0.1%
O=C(CCNC(=O)c1ccccc1)NCCc1ccc(Cl)cc1,-14,860,i,0.6,0.0%
CC(NC1CCN(Cc2ccccc2)CC1)c1ccc(F)cc1 (stereo unspecified),-1,737,i,0.1,0.3%
Cc1ccccc1NC(=O)c1ccc(C)c(S(=O)(=O)N2CCN(C)CC2)c1,2,836,i,0.3,-1.6%
O=C(NC1CCN(C(=O)Nc2ccc(F)cc2)CC1)c1cccc(F)c1,-3,774,i,1.1,0.1%
COc1ccc(Cl)cc1NC(=O)CCN1C(=O)C2C3CCC(C3)C2C1=O (stereo unspecified),-33,695,i,5.8,0.5%
O=C(COC(=O)c1c(F)cccc1Cl)NC1CCCC1,-8,800,i,0.5,0.1%
COc1ccc(/C=N/NC(=O)c2nnn(-c3nonc3N)c2CN(C)C2CCCCC2)cc1,-50,681,i,2.9,0.2%
O=C(CCN1CCN(S(=O)(=O)c2ccc(F)cc2)CC1)Nc1ccccc1F,-9,711,i,2.3,0.1%
Cc1ccc(-c2[nH]ncc2C(=O)c2cccc(F)c2)c(O)c1,-14,844,i,0.3,-0.3%
COc1cccc(CNC(=O)c2ccc(CS(=O)c3ccccc3)o2)c1 (stereo unspecified),3,722,i,4.6,0.2%
Cc1ccc(CN2CCN(C3CCC3)CC2CCO)cc1 (stereo unspecified),5,811,i,0.4,0.4%
CCc1csc(CNC(=O)C2CCC(=O)N(Cc3cccc(F)c3)C2)n1 (stereo unspecified),-10,743,i,1.3,-0.1%
NC(=O)C1CCN(C(=O)c2ccc3c(=O)n(Cc4cccc(Br)c4)c(=S)[nH]c3c2)CC1,-16,728,i,0.5,-0.4%
CCN(CC(=O)NCc1ccc(Cl)cc1)C(=O)CCc1ccccc1,-29,865,i,0.5,0.0%
CCN(CC(=O)NCCc1ccc(S(N)(=O)=O)cc1)Cc1ccccc1,8,722,?,nt,0.1%
O=C(Nc1cccc(F)c1)Nc1ccnn1C1CCN(C(=O)CCN2CCCO2)CC1,-7,689,i,1.4,-0.8%[50 µM]
Fc1ccc(COc2ccc(C(=S)N3CCCC3)cc2)cc1,-1,782,i,1.1,1.1%
COc1ccc(NS(=O)(=O)c2ccc(NS(=O)(=O)c3cccs3)cc2)c(OC)c1,3,769,i,0.4,0.0%
Cc1ccc(S(=O)(=O)c2cn(C)c3cc(N4CCN(C)CC4)c(F)cc3c2=O)cc1,0,758,i,2.1,-0.2%
Cc1cccc(OCCCC(=O)Nc2ccc(S(=O)(=O)Nc3nccs3)cc2)c1C,-11,780,i,0.7,0.5%
CC(Cl)C(=O)Nc1c2c(nn1-c1ccccc1)CSC2 (stereo unspecified),-25,722,i,0.7,0.1%
Cc1ccc2c(c1)N(C(=O)CCC(=O)N1CCN(c3cccc(C)c3C)CC1)CCO2,-12,760,i,5.1,1.3%
Cc1oc2ccc(OCc3ccccc3Cl)cc2c1C(=O)O,2,833,i,0.5,0.2%[50 µM]
Cc1cc(N2C(=O)C(O)=C(C(=O)c3cc4ccccc4o3)C2c2ccc(Cl)cc2)no1 (stereo unspecified),-12,626,?,nt,0.4%
COc1ccc(CNC(=O)[C@H](Cc2ccccc2)NC(=O)C2CCNCC2)cc1,-8,729,i,1.0,0.1%
O=C(NC(=S)Nc1ccccc1)c1cccs1,-5,763,i,0.9,0.2%
CSc1nnc(NC(=O)c2nc(S(=O)(=O)Cc3ccc(C)cc3)ncc2Cl)s1,-1,701,?,nt,-0.3%
COc1ccccc1NC(=O)CSCc1cc(=O)n2c(C)csc2n1,-25,758,i,5.8,-0.1%
COC(=O)Cn1cnc2c(cnn2-c2ccc(C)cc2)c1=O,-1,415,i,0.4,0.3%
Cc1[nH]c2ccc(C(=O)Nc3ccncc3)cc2c1C,17,813,i,1.0,1.4%[50 µM]
COc1ccc(CCNC(=O)C2CCN(C(=O)c3ccc(Br)cc3)CC2)cc1OC,-16,746,i,0.1,-0.1%
O=C(OCCN1CCOCC1)c1ccc(Cl)cc1Cl,-2,797,i,0.6,0.2%
Cc1nc2ccccn2c1C(=O)N/N=C/c1ccc(F)cc1,-9,881,i,0.4,0.2%
C=C(C)COc1ccc(-c2ncnc(C(F)(F)F)c2-c2ccccc2)c(O)c1,6,882,i,0.4,-0.1%

# One compound at a time (already shown). Values in the order: Hep lipid drop, Hep lipid drop cells 6.5 µM, Myeloid diff 2, Myeloid diff 2 GFP+ MAC1+ %, K1F lysis inhibition
# Cc1ccc2c(c1)N(C(=O)CCC(=O)N1CCN(c3cccc(C)c3C)CC1)CCO2 is entered as -12, 760, i, 5.1, 1.3%
# COC(=O)Cn1cnc2c(cnn2-c2ccc(C)cc2)c1=O is entered as -1, 415, i, 0.4, 0.3%
# COc1ccc(CCNC(=O)C2CCN(C(=O)c3ccc(Br)cc3)CC2)cc1OC is entered as -16, 746, i, 0.1, -0.1%
# O=C(Nc1cccc(F)c1)Nc1ccnn1C1CCN(C(=O)CCN2CCCO2)CC1 is entered as -7, 689, i, 1.4, -0.8%[50 µM]
# Fc1ccc(COc2ccc(C(=S)N3CCCC3)cc2)cc1 is entered as -1, 782, i, 1.1, 1.1%

# Gathered by group: the compounds so far containing an aryl thioether with sulfur outside any ring.
SMILES,Hep lipid drop,Hep lipid drop cells 6.5 µM,Myeloid diff 2,Myeloid diff 2 GFP+ MAC1+ %,K1F lysis inhibition
Cn1c(CC(=O)Nc2ccccc2F)nnc1SCC(=O)Nc1nccs1,-12,837,i,0.9,0.3%
CSc1nnc(NC(=O)c2nc(S(=O)(=O)Cc3ccc(C)cc3)ncc2Cl)s1,-1,701,?,nt,-0.3%

# (continued)
SMILES,Hep lipid drop,Hep lipid drop cells 6.5 µM,Myeloid diff 2,Myeloid diff 2 GFP+ MAC1+ %,K1F lysis inhibition
CN1CCCN(C(=O)CSc2ccccc2)CC1,11,806,i,0.4,0.5%
O=S(=O)(c1cccc(F)c1)N1CCN(C(=S)NCC2CCCO2)CC1 (stereo unspecified),-1,859,i,3.7,2.2%[50 µM]
COc1ccc(C(=O)N2CCCc3ccccc32)cc1OC,34,780,i,1.3,-0.5%[50 µM]
O=C(Nc1ccncc1)c1c(Cl)cccc1Cl,-2,832,i,0.2,0.9%
O=C(NCCO)c1ccc(-c2nnc(Nc3ccc(O)cc3)c3ccccc23)cc1,-1,789,i,1.2,-0.1%
COc1cccc(CN(C(=O)c2cccs2)C2CCS(=O)(=O)C2)c1 (stereo unspecified),-6,677,i,2.5,0.0%
Cc1cc2nn(-c3ccc(F)cc3)nc2cc1N,14,774,i,0.2,0.0%
CCOc1ccc(S(=O)(=O)Nc2ccc(C(=O)NCC(c3ccccc3)N(C)C)cc2)cc1 (stereo unspecified),7,844,i,0.0,0.1%
CCOC(=O)C1CCN(S(=O)(=O)c2c(C)noc2C)CC1,2,826,?,nt,0.6%[50 µM]
COc1ccc(NC(=O)CSc2nc3ccccc3nc2N2CCOCC2)c(OC)c1,0,723,i,0.6,-0.1%
Cc1cc(NC(=O)C(C)SCC(=O)OCC(=O)N(Cc2ccccc2)C(C)(C)C)no1 (stereo unspecified),-4,694,i,2.5,0.0%
COc1ccc(NC(=O)CSc2nncn2N)c(OC)c1,0,862,i,0.5,-1.6%
CS(=O)(=O)C1=NN2C(=N)/C(=C\c3ccc(OC(=O)c4ccco4)cc3)C(=O)N=C2S1,-28,750,i,0.6,i
COc1ccc(C(=O)C2CCCN(C(=O)c3csc(C(C)=O)c3)C2)c(C)c1 (stereo unspecified),4,700,i,5.3,0.1%
CN(C)CCn1cnc2c1c(=O)[nH]c(=O)n2Cc1ccccc1,1,862,i,0.3,-0.3%
C[N+](C)(C)CC(=O)N1CCN(c2ccc3ccccc3n2)CC1,-14,812,i,0.4,-0.6%[50 µM]
COCCNC(=O)c1c[nH]c2ccc(S(=O)(=O)N3CCOCC3)cc2c1=O,5,786,i,0.7,-0.5%
CCOP(=O)(OCC)c1nc(-c2ccc(OC)cc2)oc1N1CCOCC1,-5,693,i,0.8,-0.2%
CCOC(=O)c1cc2c(ccc3nc(C)c(C)c32)[nH]c1C,34,781,i,0.4,0.2%
COc1cccc(OC)c1C(=O)N1CCNCC1,-1,773,i,1.0,-0.1%
O=C(NNC(=O)c1ccc(S(=O)(=O)N2CCCCC2)cc1)c1ccccc1,33,521,i,0.0,0.1%
Fc1ccccc1OCCn1c(=S)[nH]c2ccccc21,1,831,i,0.1,0.1%
Nc1nc2ncc(CNc3ccc(C(=O)N[C@@H](CCC(=O)O)C(=O)O)cc3)nc2c(=O)[nH]1,18,797,i,2.2,-2.3%
O=C(O)CSCC(=O)N1CCCN(c2ccc(C(F)(F)F)cn2)CC1,12,733,i,1.0,2.6%[50 µM]
Cc1ccc(NC(=S)N2CCCC2)cc1C,-12,715,i,1.5,-0.1%
Cc1cc(=O)oc2cc(NC(=O)c3cccc(S(C)(=O)=O)c3)ccc12,15,814,i,1.2,0.8%
COC(=O)[C@@H](NCc1cccc(CN[C@H](C(=O)OC)c2ccccc2)c1)c1ccccc1,-4,831,i,0.6,-0.1%
Cc1ccccc1-n1nc2c(c1NC(=O)c1ccco1)CS(=O)(=O)C2,-4,749,i,5.1,5.5%
O=C(CN(C(=O)CCC(=O)Nc1ccccn1)C1CCCC1)NCc1ccccc1,8,812,i,0.0,0.6%
Cc1ccc(C)c(CN2C(=O)c3ccccc3S(=O)(=O)c3ccc(C(=O)N4CCN(C)CC4)cc32)c1,-7,663,i,3.9,0.1%
CC(=O)c1ccc(N(CC(=O)NCCc2ccccc2)C(=O)c2csnn2)cc1,-8,748,i,0.5,-0.3%
CC(O)c1ccc(Oc2cnccn2)cc1 (stereo unspecified),0,727,i,0.7,0.2%
